# Screens as filed in PubChem BioAssay.
# CAL PDZ FP-1 = untagged CAL PDZ binding inhibitors, primary screen, biochemical, fluorescence polarization, HTS; hit rate 0.92% among 300,000; Golgi-associated PDZ and coiled-coil motif-containing protein (Homo sapiens), Q9HD26; AID 602252, 2012; purified CAL PDZ, TMR-peptide fluorescence polarization, 1 h; inhibition, % at 24.9 µM;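 active means mean inhibition of at least 30% with at least half of replicates also reaching 30%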;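 further: 0% = DMSO neutral control and 100% = excess unlabeled competitor peptide PRC23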
# SR-BI uptake up = activators of SR-BI mediated DiI-HDL uptake, primary screen, ldlA[mSR-BI] CHO cells, DiI fluorescence. 3 h; 100 = double the neutral-control signal. activation, % at 12.5 µM. hit rate 0.096% among 320,000;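 active means mean replicate activation of at least 60% and every replicate at or above 60%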;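 further: 0% = median plate neutral-control signal and 100% = twice that signal; values of inactives mirror those of a sister screen read the other way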
#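 material = CHO ldlA[mSR-BI] cells | medium = Ham's F12 with 0.5% BSA, HEPES 25 mM, pH 7.4 | reagent = fluorescent DiI-HDL, 10 µg/mL final | compound dosing = single-point compound dose | incubation = 3 h, 37 °C | measured by = bottom-read fluorescence, 550/595 nm | measure = HDL uptake via cellular fluorescence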
# AddAB inh = growth inhibition of E. coli expressing H. pylori AddAB, primary screen, AddAB inhibitor project, absorbance; AID 435030, 2010; inhibition, % at 11.9 µM; hit rate 0.29% among 330,000; in the data active means inhibition above about 12%;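 further: 0% = vehicle wells of infected cells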
# SR-BI DiI inh = inhibitors of SR-BI mediated HDL lipid uptake, primary screen, ldlA[mSR-BI] cells, fluorescence, single point; Scavenger receptor class B member 1 (Mus musculus), Q61009; ldlA[mSR-BI] CHO cells, DiI-HDL uptake fluorescence, 3 h; inhibition, % at 12.5 µM; hit rate 0.96% among 320,000; AID 488896, 2010;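 active means mean replicate inhibition of at least 70% and a set share of replicates each scoring 70 or more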;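 further: 0% = median of neutral control wells and 100% = median of positive control wells; values of inactives mirror those of a sister screen read the other way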
# Target sequence (Q61009 whole entry, looked up): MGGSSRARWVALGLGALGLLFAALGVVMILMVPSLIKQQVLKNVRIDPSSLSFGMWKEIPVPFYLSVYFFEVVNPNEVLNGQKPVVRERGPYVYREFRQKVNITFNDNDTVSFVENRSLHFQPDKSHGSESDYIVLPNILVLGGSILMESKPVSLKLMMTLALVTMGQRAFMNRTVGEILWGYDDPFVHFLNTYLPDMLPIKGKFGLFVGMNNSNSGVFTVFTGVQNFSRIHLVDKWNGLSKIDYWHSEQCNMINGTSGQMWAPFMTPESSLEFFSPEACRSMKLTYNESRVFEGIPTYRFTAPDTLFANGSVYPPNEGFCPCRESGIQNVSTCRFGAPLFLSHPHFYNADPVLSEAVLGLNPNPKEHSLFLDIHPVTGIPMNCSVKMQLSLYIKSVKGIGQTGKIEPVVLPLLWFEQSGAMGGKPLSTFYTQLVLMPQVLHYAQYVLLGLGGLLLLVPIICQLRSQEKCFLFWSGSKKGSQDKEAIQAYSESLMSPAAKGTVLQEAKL
# MITF TRPM1 HTS = activators of MITF-driven TRPM1 promoter reporter, primary screen, cell-based, SK-MEL-5, luciferase, single point; SK-MEL-5 TRPM1-promoter luciferase, 24 h; % of positive control, neutral wells = 0; activation, % at 12.5 µM; hit rate 0.75% among 300,000; AID 588334, 2011;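 active means mean activation of at least 80% with every replicate also reaching 80%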;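 further: 0% = neutral control wells and 100% = parthenolide positive control wells; values of inactives mirror those of a sister screen read the other way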
# Wnt act = Wnt/beta-catenin pathway activators, primary screen, cell-based, plate reader, single point | activation, % at 9.35 µM | Wnt/beta-catenin reporter cell assay, activator | AID 743398, 2014 | hit rate 1.2% among 300,000; in the data active means activation above about 30%, passing the limit was not always enough;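 further: 0% = neutral control wells and 100% = positive control wells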
# E coli growth = E. coli V3065 growth inhibition, primary screen, counter-screen for AddAB inhibitor project, absorbance, OD600; 18 h; inhibition, % at 11.9 µM; hit rate 0.27% among 330,000; AID 449728, 2010;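 active means inhibition above the campaign's mean inhibition across all tested compounds plus 3 SD, cut at about 9.9% in these data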;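 further: uninfected addAB+ strain grown without phage in ampicillin broth; 0% = DMSO wells and 100% = ciprofloxacin 0.95 µg/ml wells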
# CAL PDZ FP-2 = CAL PDZ peptide-binding inhibitors, primary screen, biochemical, fluorescence polarization, Cer-tagged CAL PDZ, HTS | AID 504414, 2011 | inhibition, % at 20 µM | purified CAL PDZ, TMR-peptide fluorescence polarization, 1 h | hit rate 0.02% among 330,000 | Golgi-associated PDZ and coiled-coil motif-containing protein (Homo sapiens), Q9HD26;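 active means highest replicate inhibition of at least 40%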;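 further: plate controls were DMSO neutral control wells for no effect and unlabeled competitor peptide control wells for full effect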
#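 System: purified tagged CAL PDZ domain construct (CerCALP). Schedule: 1 h incubation at room temperature before polarization reading. Medium: 25 mM sodium phosphate pH 7.4, 150 mM NaCl, TCEP, IgG, Thesit. Read-out: percent inhibition from loss of millipolarization. Measured by: FP readout, S and P plane fluorescence. Probe or stimulus: fluorescent TMR peptide probe.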
# Tat export inh = E. coli Tat export inhibitors, primary screen, MC4100, TorA-mCherry reporter, fluorescence, single point; AID 488895, 2010; hit rate 0.036% among 340,000; inhibition, % at 10 µM;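 active means mean replicate inhibition at least 50% and at least half of replicates individually reaching 50%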;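 further: exported cargo escapes ClpAP degradation while cytoplasmic cargo is degraded and loses fluorescence; 0% = median of neutral control wells and 100% = median of NaSCN control wells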
# phage Ecoli inh = growth loss of phage-infected E. coli, primary screen, RecBCD inhibitor project, absorbance, with phage, HTS; inhibition, % at 11.9 µM; hit rate 0.26% among 360,000; in the data active means inhibition above about 11%
# * = called active by the depositor; · = no result given. An unsorted share of the library; about 3.6% have a hit in one of these screens.
entry	canonical_smiles	CAL PDZ FP-1	SR-BI uptake up	AddAB inh	SR-BI DiI inh	MITF TRPM1 HTS	Wnt act	E coli growth	CAL PDZ FP-2	Tat export inh	phage Ecoli inh
1	CN(C)CCCN(Cc1ccccc1)C(=S)NCc1ccccc1	-1	27	0.2	-27	0	0	1.2	-1.4	-6	2.4
2	CN(C)CCNC(=S)Nc1ccc(Br)cc1	-1	23	2.3	-23	-6	0	0.2	-0.2	-4	3.0
3	c1ccc(SCCOCCN2CCc3ccccc3C2)cc1	-3	20	0.5	-20	-1	-5	1.9	-3.5	-4	2.0
4	CC(=O)c1c(C)[nH]c(C(=O)CSc2nnc(-c3ccc(Cl)cc3)n2CC2CCCO2)c1C (centres undefined)	-5	-34	2.6	34	0	·	-1.1	-0.3	-4	-0.3
5	CCN(CC(=O)N1CCOCC1)S(=O)(=O)c1ccc(F)cc1	-3	·	3.8	·	1	0	-1.8	-3.3	-15	1.2
6	CC(NC(=O)c1ccc(C#N)cc1)C1CC2CCC1C2 (centres undefined)	-2	-2	1.1	2	7	3	3.1	-3.3	-2	-0.5
7	CN(C)S(=O)(=O)c1cccc(C(=O)C2=C3SC=C(c4ccccc4)N3CC2)c1	-7	-13	0.8	13	-9	·	0.3	·	-13	0.6
8	CSc1ccccc1NC(=O)C1CC(c2c(F)cccc2Cl)=NO1 (centres undefined)	-5	-7	5.3	7	·	0	-0.2	20	3	-2.3
9	COc1cccc(CNC(=O)c2ccc(C(=O)NCc3cccc(OC)c3)cc2)c1	7	-16	2.8	16	-10	-2	-0.4	-1.0	-6	1.5
10	CC(C)CNS(=O)(=O)c1cc2c3c(c1)CCC(=O)N3CCC2	6	1	0.1	-1	6	-1	-3.7	-2.3	-8	3.5
11	Cc1cc(C(=O)CN2C(=O)c3ccccc3S2(=O)=O)c(C)n1CC1CCCO1 (centres undefined)	-6	10	1.2	-10	·	·	-0.4	-1.6	-12	1.9
12	CC(=O)c1cccc(NC(=O)c2cc(C(C)C)on2)c1	-2	-20	1.0	20	·	-7	0.6	0.0	7	3.4
13	CC1CCc2c(C(=O)N3CCN(S(=O)(=O)c4cccs4)CC3)csc2C1 (centres undefined)	1	6	1.6	-6	·	-5	4.2	-1.3	13	0.8
14	Cc1nn(-c2ccc(F)cc2F)c2c1-c1nc(N3CCCC3)ncc1CC2	1	-58	4.2	58	17	·	0.5	-2.1	8	-0.3
15	Cn1c(=O)c2c(nc(N3CCN(c4ccc([N+](=O)[O-])cc4)CC3)n2C)n(C)c1=O	·	·	0.0	·	·	1	0.5	·	·	-1.2
16	CCCCN(C(=O)CC1OC(=O)c2ccccc21)c1c(N)n(CCCC)c(=O)[nH]c1=O (centres undefined)	-5	34	0.7	-34	1	0	-1.8	-0.1	-12	-1.5
17	COc1cccc(N(CC(=O)NC(C)(C)C)C(=O)C2CSC(=O)C2)c1 (centres undefined)	-1	11	0.0	-11	3	-2	-0.5	0.2	-3	2.7
18	Cc1ccc(C)c(NC(=O)CN(C)C(=O)[C@@H](NC(=O)c2ccc(C(C)(C)C)cc2)C(C)C)c1	3	-59	3.1	59	-3	·	-1.9	-0.4	14	1.8
19	CCC(=O)N(CC)C1=C(O)c2ccccc2C(=O)C1=O	·	19	-0.8	-19	-18	0	0.6	-1.7	-9	-0.6
20	Cc1ccc(-n2nc3c(=O)n(CCCC(=O)NC4CCC(C)CC4)nc(C)c3c2C)cc1 (centres undefined)	-1	1	3.6	-1	-20	1	-0.9	-1.0	-3	2.0
21	COc1ccc(NC(=O)c2cc(C)cc(C)c2)cc1[N+](=O)[O-]	·	-80	-0.9	80*	5	-1	-1.2	-1.2	5	3.6
22	Cc1nc2ccccc2c(=O)n1NC(=O)c1ccc(Cl)c([N+](=O)[O-])c1	-3	38	0.5	-38	-3	2	-1.2	-0.5	7	1.0
23	O=C1CCCCN1CCC(=O)N1CCCC(Nc2ccccc2)C1 (centres undefined)	-4	23	0.1	-23	7	3	-1.9	-0.1	-4	1.4
24	CCOC(=O)c1ccccc1NC(=O)c1cn(-c2ccc(C)c(C)c2)c(=O)c2ccccc12	-3	-12	1.2	12	2	·	-0.8	-0.4	15	1.9
25	Cc1oc(C(=O)O)cc1COc1cccc2ccccc12	-1	2	2.7	-2	·	-1	0.2	-0.9	-7	2.6
26	Cc1cc(C(F)F)nn1CC(=O)NCc1ccco1	-1	17	2.4	-17	13	1	1.7	-0.6	-7	1.8
27	Cn1ncc(Cl)c1C(=O)Nc1ccc(Cl)cn1	1	2	2.4	-2	·	·	-1.1	-2.9	-7	2.6
28	NC(=O)c1sc2nc3c(c(-c4cccs4)c2c1N)CCCCC3	2	1	2.5	-1	4	·	-1.3	-0.7	-6	2.4
29	COc1cc(/C=C/C(=O)N2CCN(CC(O)COc3ccccc3)CC2)cc(OC)c1OC (centres undefined)	1	-79	0.0	79*	-12	·	-1.5	-0.6	-4	1.8
30	Brc1ccc(-c2nnc3sc(CN4CCC5(CC4)OCCO5)cn23)cc1	8	7	1.2	-7	-17	-2	1.0	0.2	-2	·
31	C/C(=N\N(C)C)C1=C(O)c2ccccc2C1=O	1	6	0.6	-6	13	13	-1.0	-3.8	-2	2.8
32	CC(C)(C)OC(=O)N1CCC2(CC1)Oc1ccc(F)cc1C(=O)C21CC(c2ccccc2)=NO1 (centres undefined)	0	14	3.4	-14	-11	-6	4.8	0.0	-14	3.3
33	CC(C)(C)OC(=O)NCCCCCc1nnc(SCc2ccccc2)o1	-9	-6	0.0	6	13	-2	0.0	-0.8	6	0.1
34	COc1ccc(S(=O)(=O)NCCC(=O)NCc2ccc(F)cc2)cc1	-3	23	-0.3	-23	0	·	0.1	-0.6	-3	1.3
35	c1ccc(C(c2nnnn2C2CCCC2)N2CCCCCC2)nc1 (centres undefined)	8	-13	-1.1	13	-1	-1	-0.4	-1.9	0	1.8
36	CN(C(=O)COc1cc(=O)n(C)c2ccccc12)c1ccc(Br)cc1	·	1	3.2	-1	·	-2	-1.9	-0.3	27	1.5
37	O=C(NC1CCCCC1)C1CCCN(S(=O)(=O)c2ccc(F)cc2)C1 (centres undefined)	-3	·	2.1	·	2	-4	-0.8	-2.8	-2	0.6
38	CCC(OC(=O)c1cccs1)C(=O)NC1CCCCC1 (centres undefined)	0	25	0.4	-25	·	2	-6.0	-0.8	-3	1.9
39	CCOc1ccccc1NC(=O)N1CCCc2ccccc21	-1	-67	·	67	-6	3	·	-0.4	0	3.7
40	O=C1CC(c2ccccc2)Sc2nc(-c3ccccc3)c(-c3ccccc3)n21 (centres undefined)	13	4	4.5	-4	6	-1	1.0	0.3	4	4.5
41	CCc1ccc(CN(C)CC(O)COc2cccc3ccccc23)cc1 (centres undefined)	-1	5	2.7	-5	0	-2	3.1	-1.4	4	1.1
42	O=C(NCCCn1ccnc1)C(F)(F)C(F)(F)C(=O)NCCCn1ccnc1	7	7	1.6	-7	·	-4	2.0	-0.2	-1	0.5
43	COc1ccc(CCNS(=O)(=O)c2ccc3c(c2)CCN3C(=O)C2CC2)cc1OC	·	13	1.9	-13	·	·	-1.4	-0.8	1	-0.5
44	Oc1ccc(Cl)cc1/C=N/c1nccs1	·	17	2.6	-17	-9	·	0.2	-0.4	2	1.3
45	O=c1c(N2CCCCC2)coc2ccccc12	-1	0	0.3	0	36	-3	1.6	-2.9	1	0.5
46	CS/C(=N\S(=O)(=O)c1ccccc1)c1ccccc1	-1	7	1.2	-7	-2	-1	-2.1	-2.6	-8	2.5
47	Cc1[nH]c2ccccc2c1CCNC(=O)c1c(N)no[n+]1[O-]	-3	-3	2.5	3	-9	-2	-1.2	1.1	-6	0.8
48	CC(C)C(NC(=S)Nc1ccccc1)C(=O)O (centres undefined)	-3	-34	-2.2	34	-9	-14	-1.8	-0.1	-2	2.8
49	Cc1csc(SCC(=O)NC(=O)NCCC(C)C)n1	·	-6	1.9	6	4	-4	0.4	-0.1	-14	3.5
50	CCOc1ccc(CCNC(=O)CSc2ncn[nH]2)cc1OCC	0	32	2.5	-32	-3	-1	2.5	0.3	-9	1.3

# Further compounds.
entry	canonical_smiles	CAL PDZ FP-1	SR-BI uptake up	AddAB inh	SR-BI DiI inh	MITF TRPM1 HTS	Wnt act	E coli growth	CAL PDZ FP-2	Tat export inh	phage Ecoli inh
51	CC(=O)C1=C(O)C(=O)N(Cc2ccccc2)C1c1cccc([N+](=O)[O-])c1 (centres undefined)	-3	10	-0.9	-10	-1	-2	-0.5	-0.9	-2	0.5
52	O=C(CNC(=O)c1ccc(Cl)cc1)NCc1ccccn1	·	2	-1.4	-2	-1	-1	-0.3	0.8	1	0.7
53	CCOC(=O)CCc1c(C)nc2cc(-c3ccccc3OC)[nH]n2c1=O	·	-1	-0.8	1	-4	-2	-0.7	-0.6	4	3.0
54	C[C@H](NC(=O)C1CC(=O)N(c2ccc3c(c2)OCO3)C1)C(=O)NCc1ccco1 (some centres undefined)	2	6	4.6	-6	-1	-1	1.3	-2.4	1	2.7
55	Cc1ccc(/C=N/NC(=O)CSc2nc3ccccc3[nH]2)o1	-5	·	3.5	·	-9	2	2.5	-2.2	-2	-3.3
56	O=C(NCCCc1ccccc1)c1ccc(CS(=O)Cc2ccccc2Cl)o1 (centres undefined)	0	-5	0.8	5	-4	3	1.6	-0.3	-1	0.3
57	O=C(Cn1c(CN2CCCCC2)nc2ccccc2c1=O)Nc1ccccc1	0	3	-0.1	-3	-15	-1	-0.4	-3.1	2	2.5
58	Cc1c(NC(=O)c2ccc(Cl)c([N+](=O)[O-])c2)cccc1-n1cnnn1	·	-37	1.1	37	-23	-2	1.4	-1.4	-6	1.9
59	O=C(CN1CCN(c2ccc(O)cc2)CC1)Nc1ccc(SC(F)F)cc1	1	-10	3.8	10	7	·	1.0	-0.7	-5	6.3
60	CSc1ccc(/C=C/C(=O)N2CCN(c3ccccn3)CC2)cc1	-3	·	5.6	-22	-3	7	-0.6	-2.6	1	2.0
61	COc1ccc(C(=O)N[C@H](C(=O)Nc2nc3ccccc3[nH]2)C(C)C)cc1	-1	-8	-2.4	8	-1	-1	-0.1	1.8	8	-0.6
62	Nc1ccc2nc(-c3cccnc3)[nH]c2c1	0	2	1.7	-2	3	3	-0.3	2.9	-9	2.3
